High-throughput results as filed in PubChem BioAssay.
TAG inh = reduces triacylglycerol accumulation in H9c2 cells | Nile Red lipid (TAG) fluorescence; cells loaded with 200 µM oleic acid | inhibition, % at 12.5 µM | 230,000 tested, 0.66% active | AID 651582;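 active = pattern-corrected inhibition of lipid staining of at least 50% with the nuclear-stain viability signal not falling by more than 50%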;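 note: 0% = DMSO wells and 100% = triacsin C control wells; some results filed as inactive read as strong as hits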
TAG inh DAPI viability = also measured in TAG inh; calls as there; DAPI nuclei signal change (viability), lower = more cytotoxic, %;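 whole-well DAPI fluorescence read on a plate reader as a viability signal; minus 50 percent equals half of cells still viable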
An asterisk follows results filed as active. This is a subset; count on the stated rates, not on these rows.

SMILES	TAG inh	TAG inh DAPI viability
Cn1c2c(c(=O)n(C)c1=O)C(c1ccccc1F)C(C#N)=C(N)O2 (configuration not stated)	-5	13
Cc1cccc(N2CCN(Cc3nc(-c4ccc(F)cc4F)oc3C)CC2)n1	-11	14
O=S(=O)(Cc1ccccc1Cl)N1CCCC1	9	-10
Cc1ccc(NC(=O)C2=CC(c3cccs3)=NS(=O)(=O)N2C)cc1	-6	3
CCc1c(C)nc(SCC(=O)Nc2ccc3c(c2)OCCO3)[nH]c1=O	4	7
CCC1CCCCN1S(=O)(=O)c1ccc(C(=O)Nc2nnc(-c3cccs3)o2)cc1 (configuration not stated)	-13	1
COC(=O)C1=C(C)N(c2ccc(S(N)(=O)=O)cc2)C(=O)C1	-6	4
CN1C2CCC1CC(NC(=O)c1cc(S(=O)(=O)N(C)C)c(Cl)cc1Cl)C2 (configuration not stated)	-4	-1
Cc1ccnc(N2CCCC(C(=O)NCc3cccs3)C2)n1 (configuration not stated)	-12	2
CC(=O)NC(CC(=O)NNC(=O)COc1c(C)cccc1C)c1ccccc1 (configuration not stated)	5	-7
O=C(COC(=O)c1ccc(F)c(S(=O)(=O)N2CCCCC2)c1)NCc1ccc(F)cc1	-10	1
COc1ccc(-c2nnn(Cc3ccccc3F)n2)cc1	-6	3
CCc1ccc([C@@H]2CC=C(C(=O)O)[C@H](c3ccccc3)N2S(=O)(=O)c2ccc(C)cc2)cc1	16	12
O=C1c2cccc3cccc(c23)C(=O)N1c1nncs1	-9	2
Cc1ccc(OCC(=O)N2CCc3ccccc32)cc1	-3	-9
CCOC(=O)C1=C(N)N2C(=O)C(C)SC2=C(C(=O)OC)C1c1cccc(OC)c1 (configuration not stated)	2	-7
O=[N+]([O-])c1cnc2nc(-c3ccncc3)nn2c1O	6	-3
CCCCC(=O)N(C)c1c(C)nc2ccc(C(=O)NCc3ccccc3OC)cn12	15	-6
COc1cccc(C(=O)NCCS(=O)(=O)N2CCC(C)CC2)c1	-3	6
O=C(c1cc2sccc2n1Cc1ccccc1)N1CCN(c2nc3ccccc3s2)CC1	-31	6

4 entries from above, with values under each structure.
Every second line gives: TAG inh, TAG inh DAPI viability
> Cn1c2c(c(=O)n(C)c1=O)C(c1ccccc1F)C(C#N)=C(N)O2 (configuration not stated)
→ -5, 13
> COc1cccc(C(=O)NCCS(=O)(=O)N2CCC(C)CC2)c1
→ -3, 6
> Cc1ccnc(N2CCCC(C(=O)NCc3cccs3)C2)n1 (configuration not stated)
→ -12, 2
> CCc1ccc([C@@H]2CC=C(C(=O)O)[C@H](c3ccccc3)N2S(=O)(=O)c2ccc(C)cc2)cc1
→ 16, 12

(list continues)
SMILES	TAG inh	TAG inh DAPI viability
Cc1nc(C(=O)N2CCc3c([nH]c4ccccc34)C2c2cc(F)ccc2F)cs1 (configuration not stated)	-18	6
COc1ccc(CNC(=O)CCc2c(C)nc3cc(-c4ccccc4OC)nn3c2C)cc1	-5	5
C=CCNC(=S)NNC(=O)c1ccccc1	-5	14
COc1ccccc1CCNS(=O)(=O)c1c(C)n(C)c(=O)n(C)c1=O	0	-15
CCN(CC(=O)NCc1cccs1)C(=O)c1cc(S(=O)(=O)N2CCCCC2)ccc1Cl	12	-1
Cn1c(Cc2ccccc2)nnc1SCC(=O)Nc1cccc(S(=O)(=O)NC2=NCCCCC2)c1	-15	2
Cc1ccc(NS(=O)(=O)c2cccc(C(=O)N3CCCC(C)C3)c2)cc1 (configuration not stated)	3	2
Cc1ccc(N=Cc2c(O)cc(C)oc2=O)c(C)c1	4	-8
CCc1ccc([C@@H]2C[C@H]3[C@@H](CN2S(=O)(=O)c2ccc(C)cc2)C(=O)C[C@@H](c2ccccc2F)N3S(=O)(=O)c2ccc(C)cc2)cc1	33	-7
CC(C)NC(=O)CN1CCN(Cc2nc(C(c3ccccc3)c3ccccc3)no2)CC1	-1	-5
O=C(CSc1nc(=O)n2ccccc2n1)N1CCCc2ccccc21	6	-2
Cc1ccc(CC(=O)NNC(=O)c2ccncc2)cc1C	3	2
COC(=O)CCCN1C(=O)NC(c2ccc(-c3ccccc3)cc2)C(C(=O)OCc2ccccc2)=C1C (configuration not stated)	-7	-4
CSc1nc2ccccc2n1CC(=O)N1CCCCC1	-17	7
Nc1ccc(C(=O)OCC(=O)NC2CC2)cc1[N+](=O)[O-]	2	1
C/C(=N\NC(=O)c1cc(C2CC2)nc2ccccc12)c1ccc(C)s1	-9	4
COC(=O)c1ccc(NC(=O)CSc2ccc(-c3ccccn3)nn2)cc1	3	-2
O=C(Nc1nc2ccccc2[nH]1)C1CCN(C(=O)c2ccc(F)cc2)CC1	1	11
O=C(CN1CCCc2ccccc21)Nc1ccc(F)cc1[N+](=O)[O-]	-7	10
CCOC(=O)N1CCN(C(=O)c2ccc(CN(c3ccc(C)c(C)c3)S(C)(=O)=O)cc2)CC1	-7	2
CCN(CC)C(=O)C1=C(C)N(CCCN2CCCC2=O)C(=O)C(CC(=O)NC2CCCCC2)C1 (configuration not stated)	1	2
Cc1ccccc1-c1nnc(SCC(=O)N(C)C2CCS(=O)(=O)C2)n1C (configuration not stated)	18	2
CC(=O)C1(O)CCC2C3CC(C)C4=CC(=O)C=CC4(C)C3(F)C(O)CC21C (configuration not stated)	29	18
Cc1ccc(SCC(=O)OCC(=O)N(C)C2CCS(=O)(=O)C2)cc1C (configuration not stated)	-9	-6
N=c1sccn1CC(=O)N1N=C(c2ccc(Cl)cc2)CC1c1ccco1 (configuration not stated)	0	15
Cc1oc(-c2cccc(F)c2)nc1CN1CCCCC1CCn1cccn1 (configuration not stated)	6	7
COCCCNc1ccn2nc(-c3ccccc3)cc2n1	3	3
Cc1ccc(N2CC(C(=O)OCC(=O)Nc3ccc(F)cc3F)CC2=O)cc1 (configuration not stated)	3	-3
CN(CC(=O)NC(=O)Nc1ccccc1F)Cc1ccccc1	-16	4
Cc1cccc(-c2nnc(SCc3cc(=O)[nH]c4ccccc34)n2C)c1	15	6
CCN(CC)S(=O)(=O)c1ccc(NC(=O)CCN2C(=O)C3CC=CCC3C2=O)cc1 (configuration not stated)	3	-1
COc1cccc(/C(O)=C2/C(=O)C(=O)N(Cc3cccnc3)C2c2ccco2)c1 (configuration not stated)	-8	11
O=C(CSc1n[nH]c(=O)n1Cc1ccco1)Nc1ccccc1Cl	-20	8
CCOc1ccccc1NC(=O)COC(=O)COc1c(Cl)cc(Cl)c2ccc(C)nc12	15	-12
Cc1cnn(Cc2cccnc2)c1N	14	-6
CC1CCc2c(C(=O)Nc3cccc(-c4nn[nH]n4)c3)csc2C1 (configuration not stated)	-9	2
Cc1ccc(NC(=O)CSc2nc(N)cc(=O)[nH]2)cc1Cl	9	-8
O=C(c1ccccc1Br)N1CCCC(c2nc(-c3cccs3)no2)C1 (configuration not stated)	8	-5
COc1ccc(-c2cc(-c3n[nH]c(=S)n3-c3ccccc3Cl)[nH]n2)cc1	-12	1
Cn1c(=O)c2c(nc(N3CCCCCC3)n2CC(O)COc2ccc(Cl)cc2)n(C)c1=O (configuration not stated)	23	-8
O=C(/C=C/c1ccc([N+](=O)[O-])s1)N1CCCC1	5	5
Cc1ccc([C@H]2N[C@]3(CCCN(Cc4ccc(Cl)cc4)C3=O)[C@H]3C(=O)N(C)C(=O)[C@@H]23)cc1	0	-8
COc1cc(C=O)ccc1OCc1cn(CC(=O)c2ccc(O)cc2)nn1	14	5
CC(=O)Nc1ccc(NC(=O)c2ccc(NC(=O)c3ccccc3)cc2)cc1	-6	12
CCCCN1C(=O)/C(=C2/Sc3ccc(OC)cc3N2CC)SC1=S	-9	2
CCOc1c2ccc(C(=O)NCc3ccco3)cc2nn1CCOC	18	-4
Cc1ccc2cc(/C=N/NC(=O)[C@@H]3CCCN3)c(Cl)nc2c1	15	2
O=C(c1ccco1)N1CCN(C(=O)c2cn(-c3ccccc3)nc2-c2ccc(F)cc2)CC1	1	-7
O=C(CCCCn1c(=O)[nH]c2ccccc2c1=O)NCCc1c[nH]c2ccccc12	-2	-5
Cc1ccccc1NC(=O)c1cc([N+](=O)[O-])ccc1NCCN1C(=O)CCC1=O	4	-9
COc1ccc(OC)c(/C(O)=C/C(=O)C(=O)Nc2ccccc2OC)c1	-7	12
ON=C1CCCC2CCCCC12 (configuration not stated)	-4	3
O=c1[nH]c(/C=C/c2cccc(Br)c2)nc2ccccc12	-8	44
COc1ccc(-c2cc(C3CCN(C(=O)OC(C)(C)C)CC3)[nH]n2)cc1	-29	-3
O=C(Cn1nc(C(=O)O)c2ccccc2c1=O)NCCC1=CCCCC1	-6	11
Cc1onc(-c2ccccc2)c1C(=O)Nc1nc2c(s1)C(=O)CC(C)(C)C2	7	15
CC(=O)c1ccc(OCC(O)CN2CCN(CC(O)COc3ccc(C(C)=O)cc3)CC2)cc1 (configuration not stated)	5	5
COc1ccc(S(=O)(=O)N2CCCCC2c2cc(C(=O)NCc3cccnc3)no2)cc1 (configuration not stated)	-16	-1
COc1cc(/C=C/C(=O)OCC(=O)N2CC(=O)Nc3ccccc32)ccc1O	-1	5
CC(C1CC1)N(Cc1ccccc1)C(=O)NC(=O)c1ccc(F)cc1 (configuration not stated)	0	-12
Continuation:
SMILES	TAG inh	TAG inh DAPI viability
CC1CCC(N(C)C(=O)CN2C(=O)NC(c3ccccc3)(c3ccccc3)C2=O)CC1 (configuration not stated)	25	-6
O=C(Cc1nn[nH]n1)Nc1ccc(F)cc1F	-1	10
CCc1cccc(OCC(=O)Nc2ccc(S(=O)(=O)N3CCCC3)cc2)c1	-24	-1
O=C1Nc2ccccc2C12Nc1ccccc1-c1nc3ccccc3n12 (configuration not stated)	-13	-4
N#Cc1c(-c2ccc(F)cc2)nc(-c2ccccc2)[nH]c1=O	-5	-1
O=C(NCc1ccc2c(c1)OCO2)c1ccc(N2CCCCCC2)c([N+](=O)[O-])c1	-19	2
COc1ccc(/C=N/Nc2nn3cnnc3c3ccccc23)cc1	8	-7
O=C(NCC1([N+](=O)[O-])CN(C(=O)c2ccccc2)CN(C(=O)c2ccccc2)C1)c1ccccc1	-5	10
CCn1c(/C=C/N(C(C)=O)c2ccccc2)[n+](CCCS(=O)(=O)[O-])c2cc(Cl)c(Cl)cc21	8	-3
CCCCN(C)C(=O)CCC(=O)Nc1ccc2nc(N3CCN(C)CC3)cc(C)c2c1	5	19
Cc1ccc(C2CCN(C(=S)Nc3cccc(C)c3)C2)cc1 (configuration not stated)	-1	-9
CCCCNc1c([N+](=O)[O-])c(=O)n(C)c2ccccc12	-5	-4
O=C(N/N=C/c1ccco1)c1cc(=O)[nH]c2ccccc12	-2	-3
CC(C)c1nc2oc3c(=O)[nH]cnc3c2c2c1COC(C)(C)C2	1	-10
O=C(Nc1ccccc1)Nc1nnc(-c2ccccc2)o1	-20	-3
O=C1C2C3C=CC(C4CC34)C2C(=O)N1/N=C/c1ccc([N+](=O)[O-])s1 (configuration not stated)	-10	0
O=S(=O)(/N=C(/c1ccccc1)N1CCOCC1)c1ccc(F)cc1F	-1	1
COc1ccccc1-c1nnc(SC(C)C(=O)NCC2CCCO2)n1C (configuration not stated)	2	-5
O=S(=O)(NCc1ccccc1)c1ccccc1NCCc1ccccc1	-38	4
CC(OC(=O)c1ccccn1)C(=O)Nc1nc(-c2ccc(F)c(F)c2)cs1 (configuration not stated)	0	-2

Seven of the compounds above, in markdown:
| SMILES | TAG inh | TAG inh DAPI viability |
| --- | --- | --- |
| COc1cc(C=O)ccc1OCc1cn(CC(=O)c2ccc(O)cc2)nn1 | 14 | 5 |
| Cn1c(=O)c2c(nc(N3CCCCCC3)n2CC(O)COc2ccc(Cl)cc2)n(C)c1=O (configuration not stated) | 23 | -8 |
| Cc1cccc(N2CCN(Cc3nc(-c4ccc(F)cc4F)oc3C)CC2)n1 | -11 | 14 |
| C/C(=N\NC(=O)c1cc(C2CC2)nc2ccccc12)c1ccc(C)s1 | -9 | 4 |
| O=C(NCC1([N+](=O)[O-])CN(C(=O)c2ccccc2)CN(C(=O)c2ccccc2)C1)c1ccccc1 | -5 | 10 |
| O=S(=O)(NCc1ccccc1)c1ccccc1NCCc1ccccc1 | -38 | 4 |
| O=C1Nc2ccccc2C12Nc1ccccc1-c1nc3ccccc3n12 (configuration not stated) | -13 | -4 |

The results go on.
SMILES	TAG inh	TAG inh DAPI viability
C[C@@H](CSc1ccccc1)CN1CC[C@H](C(C)(C)C)CCC1=O	-10	-11
COc1ccc(CC(=O)NCC2CCCN(Cc3cccc(SC)c3)C2)cc1 (configuration not stated)	-4	4
C=CCOc1ccc(C2C(C(=O)c3cccs3)=C(O)C(=O)N2c2nnc(C)s2)cc1 (configuration not stated)	-5	22
CC(=O)c1c(C)[nH]c(C(=O)N2CCN(c3cc(Cl)ccc3C)CC2)c1C	50	-22
O=C(/C=C\c1ccco1)Oc1cccc2cccnc12	-18	10
CCc1ccccc1NC1c2ccccc2C(=O)N1c1cc(C)ccn1 (configuration not stated)	-6	-6
CC(C)c1ccc(NC(=S)NNC(=O)C2CC2)cc1	13	-1
CCOC(=O)c1c(NC(C)=O)sc2c(O)c(Br)ccc12	-6	-1
O=C(NCc1ccncc1)C(=O)NCC1OCCCN1S(=O)(=O)c1ccc(F)cc1 (configuration not stated)	4	2
CCn1c(=N)c(C(=O)NCCCOC)cc2c(=O)n3cccc(C)c3nc21	12	83
Cc1ccc2c(CN3CCCc4ccccc43)cc(=O)oc2c1C	-20	-9
Cc1ccsc1/C=N/Nc1nc2ccccc2[nH]1	-1	11
O=C(COC(=O)c1ccc(S(=O)(=O)Nc2ccccc2)cc1)NCC1CCCO1 (configuration not stated)	-3	1
Cc1cc(NC(=O)COc2ccccc2C#N)no1	4	-5
Cc1ccc(SCC(=O)N2CCN(c3ccc(F)cc3)CC2)cc1	-3	10
O=C(CN1C(=O)NC2(CCCCC2)C1=O)Nc1ccc(F)cc1	-5	-8

Reformatted: entries from further up
| structure | TAG inh | TAG inh DAPI viability |
| --- | --- | --- |
| CCc1ccccc1NC1c2ccccc2C(=O)N1c1cc(C)ccn1 (configuration not stated) | -6 | -6 |
| CC(C)c1ccc(NC(=S)NNC(=O)C2CC2)cc1 | 13 | -1 |
| CCOC(=O)c1c(NC(C)=O)sc2c(O)c(Br)ccc12 | -6 | -1 |
| O=C(NCc1ccncc1)C(=O)NCC1OCCCN1S(=O)(=O)c1ccc(F)cc1 (configuration not stated) | 4 | 2 |
